Screening results from PubChem BioAssay.
GAA glycogen = qHTS Assay for Inhibitors and Activators of Human alpha-Glucosidase Cleavage of Glycogen | 300,000 tested, 0.38% active | Lysosomal alpha-glucosidase (Homo sapiens), P10253 | Potency, µM (highest dose often 76.4 µM), for the others: top-dose activity change, negative = inhibition, actives largely listed as inhibitors | recombinant GAA, glycogen substrate, Amplex Red glucose oxidase fluorescence;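 further: potency means the concentration at half of the fitted maximal effect; 0% = full enzyme reaction and -100% = no-enzyme basal signal; the screen sought inhibitors and activators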
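Recombinant human alpha-glucosidase (4 nM final) hydrolysed bovine liver glycogen (30 ug) for 40 min at 37 C in pH 5.0 citrate/phosphate with 0.01% Tween-20. Released glucose detected by glucose oxidase/Amplex Red, Ex 573/Em 610 nm. Compounds up to 77 uM; AC50 from Hill fits.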
LMNA splice mod = qHTS Assay for Modulators of Lamin A Splicing; HeLa LMNA splicing GFP/RFP minigene ratio, 48 h; Potency, µM (titrated, usually from 46.1 µM), inactives show at the highest dose ratio change, negative = inhibition, hits mostly inhibitors; 200,000 tested, 0.01% active; AID 1487, 2009; active means well fitted inhibition curve with a large enough effect in the signal ratio, with a control signal flat, not every such curve was filed as active; inconclusive means small, poorly fitted or top-dose-only effect, or effect the other way, or a change in a side signal; the % refers to the signal ratio; further: potency means the concentration at half of the fitted maximal effect; on the % scale 0 is the no-effect control and ±100 the full control effect
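Read-out is the ratio of GFP to DsRed2 object intensity, acquired by 488 nm laser-scanning cytometry on HeLa lamin A-EGFP minigene reporter cells. Compound incubation 48 hrs at 37 °C in Opti-MEM with 2% FBS; DMSO 0.5% final.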
HTT cytoprotect = qHTS Multiplex Assay to Identify Dual Action Probes in a Cell Model of Huntington: Cytoprotection (ATP); PC12 HTT-Q103 induced, cytoprotection, ATP luminescence, 40 h; Potency, µM (doses to about 56.4 µM), for the others: cytoprotection (ATP increase), usual class: activators; 230,000 tested, 0.14% active; AID 1471, 2008;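 further: potency means the concentration at half of the fitted maximal effect; % of control where 0% means no effect; nearly all actives have a fitted effect of over 45% in size; toxic huntingtin expression switched on by the ecdysone agonist tebufenozide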
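ATP quantification (ATPlite) reports survival of PC12 cells in which tebufenozide, 100 nM final, switches on Htt exon 1 with 103 glutamines linked to GFP; compounds are titrated.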
HTT aggregate = qHTS Multiplex Assay to Identify Dual Action Probes in a Cell Model of Huntington: Aggregate Formation (GFP); PC12 HttQ103-GFP aggregates, Acumen cytometry, 40 h; Potency, µM (titrated, usually from 46.1 µM), inactives show at the highest dose activity change, negative = inhibition, usual class: inhibitors; 220,000 tested, 1.1% active; further: potency means the concentration at half of the fitted maximal effect; on the % scale 0 is the no-effect control and ±100 the full control effect; nearly all actives have a fitted effect of over 60% in size
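PC12 cells stably carrying ecdysone-inducible HTT exon 1 Q103–GFP were induced with tebufenozide (100 nM final) and treated with library compounds in titration. GFP aggregates in lysates were counted by laser scanning cytometry.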
CBFb RUNX1 block = qHTS Assay for Compounds Blocking the Interaction Between CBF-beta and RUNX1 for the Treatment of Acute Myeloid Leukemia. AID 1477, 2009. AlphaScreen CBFb-His/RUNX1-biotin binding, biochemical. Runt-related transcription factor 1 (Homo sapiens) + Core-binding factor subunit beta …. Potency, µM (highest dose often 59.8 µM), for the others: top-dose activity, negative = inhibition, hits mostly inhibitors. 230,000 tested, under 10 active; further: % of control where 0% means no effect
Target sequence (Q01196 whole entry, looked up): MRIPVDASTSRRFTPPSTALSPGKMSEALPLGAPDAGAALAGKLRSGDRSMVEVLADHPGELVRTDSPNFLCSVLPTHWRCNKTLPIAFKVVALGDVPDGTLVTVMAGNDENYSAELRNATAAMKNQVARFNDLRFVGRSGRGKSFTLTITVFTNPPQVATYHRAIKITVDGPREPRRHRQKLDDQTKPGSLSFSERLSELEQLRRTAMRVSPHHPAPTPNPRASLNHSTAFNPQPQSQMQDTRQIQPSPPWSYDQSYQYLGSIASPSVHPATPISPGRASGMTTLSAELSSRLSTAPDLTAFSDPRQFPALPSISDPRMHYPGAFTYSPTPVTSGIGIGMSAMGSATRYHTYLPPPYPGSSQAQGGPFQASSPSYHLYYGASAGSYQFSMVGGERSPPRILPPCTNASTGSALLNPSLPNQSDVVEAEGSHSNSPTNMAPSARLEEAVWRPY
Target sequence (Q13951 whole entry, looked up): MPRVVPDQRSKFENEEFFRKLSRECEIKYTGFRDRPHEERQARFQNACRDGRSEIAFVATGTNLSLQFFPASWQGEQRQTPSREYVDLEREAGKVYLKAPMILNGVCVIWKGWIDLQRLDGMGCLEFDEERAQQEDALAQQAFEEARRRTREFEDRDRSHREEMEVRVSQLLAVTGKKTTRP
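Compounds were screened at multiple concentrations against a preformed CBF-beta(His)/RUNX1(biotin) complex (30 nM of each) for 15 min at room temperature, followed by 90 min with nickel and streptavidin beads and AlphaScreen reading.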
GAA inhib = qHTS Assay for Inhibitors of Human alpha-Glucosidase as a Potential Chaperone Treatment of Pompe Disease; Lysosomal alpha-glucosidase (Homo sapiens), P10253; purified human GAA, 4-MU-alpha-glucoside fluorescence; Potency, µM (doses to about 76.9 µM), without a hit: top-dose activity change, negative = inhibition, most hits filed as inhibitors; 200,000 tested, 0.005% active;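 further: potency means the concentration at half of the fitted maximal effect; plate controls were uninhibited enzyme wells for no effect and no-enzyme background for full effect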
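Activity normalized between no-enzyme (basal) and enzyme-only wells. Conditions: 4 nM human enzyme, 400 uM fluorogenic substrate, citrate/phosphate pH 5.0 with Tween-20, 20 min room temperature, compounds up to 77 uM.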
aGlu spleen mod = qHTS Assay for Inhibitors and Activators of Human alpha-Glucosidase From Spleen Homogenate. Lysosomal alpha-glucosidase (Homo sapiens), P10253. human spleen homogenate, 4-MU-alpha-glucoside fluorescence. Potency, µM (highest dose often 79.9 µM), for the others: top-dose activity change, negative = inhibition, hits mostly inhibitors. 240,000 tested, 0.006% active. AID 2112, 2009;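 further: potency means the concentration at half of the fitted maximal effect; 0% = enzyme with vehicle and -100% = no enzyme basal signal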
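Human spleen homogenate (1 ug) with 4-methylumbelliferyl-alpha-D-glucopyranoside (1 mM final) in 50 mM citrate/phosphate pH 5.0, 0.01% Tween-20; 40 min at 37 C. Stopped at pH 10; 4-MU fluorescence Ex 365/Em 440 nm; AC50 by Hill fit.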
Active calls of the source: *; & = joins results of further samples; [ ] = remark or other dose. Unless noted, the call rests on the fitted dose curve; in most records, active means well fitted curve in the direction sought with a large enough effect; inconclusive means small, poorly fitted or top-dose-only effect, or another doubt; inactive means no such curve, though single readings can be large; an effect the other way counts as inactive or inconclusive.

How did COc1ccc2c(c1OC)C(=O)OC2CC(=O)c1ccc(O)cc1 (stereo not drawn) do in these assays?
GAA glycogen: 7%; LMNA splice mod: 4%; HTT cytoprotect: -6%; HTT aggregate: 14%; CBFb RUNX1 block: 3%; GAA inhib: -12%; aGlu spleen mod: -28%

How did CC(=O)n1nc(-c2ccccc2)nc1NCc1ccc(F)cc1 do in these assays?
GAA glycogen: -6%; LMNA splice mod: -5%; HTT cytoprotect: -7%; HTT aggregate: -16%; CBFb RUNX1 block: 13%; GAA inhib: -14%; aGlu spleen mod: -4%

Results for CCOC(=O)CN1C(=O)N[C@@H](c2cccc(C(F)(F)F)c2)C(C(C)=O)=C1C ?
LMNA splice mod: -6%[9.22 µM]; HTT cytoprotect: -19%[10 µM]; CBFb RUNX1 block: 0%[13.1 µM]; aGlu spleen mod: 9%[17.4 µM]

How did COc1ccc(NC2=NC(=S)N(c3ccccc3C)C23CCCCC3)cc1 do in these assays?
GAA glycogen: 2%; LMNA splice mod: 4%; HTT cytoprotect: -8%; HTT aggregate: 22%; CBFb RUNX1 block: -12%; GAA inhib: 4%; aGlu spleen mod: -11%

How did Cc1cc2c(C)nc(N/N=C/c3ccc([N+](=O)[O-])cc3)nc2o1 do in these assays?
GAA glycogen: -2%; LMNA splice mod: -7%; HTT cytoprotect: 15%[10 µM]; HTT aggregate: 9%; CBFb RUNX1 block: -30%; GAA inhib: inconclusive; aGlu spleen mod: -3%

What do the screens show for `CCOCN(C(=O)Cn1c(C(C)O)nc2ccccc21)c1c(C)cccc1CC` (stereo not drawn)?
GAA glycogen: 0%; LMNA splice mod: -12%; HTT cytoprotect: -3%[1.9 µM]; HTT aggregate: 4%; CBFb RUNX1 block: 5%; GAA inhib: 2%; aGlu spleen mod: -4%

How did Cc1ccccc1NC(=O)c1ocnc1C do in these assays?
GAA glycogen: 4%; LMNA splice mod: -2%; HTT cytoprotect: -7%; HTT aggregate: -4%; CBFb RUNX1 block: -1%; GAA inhib: 2%; aGlu spleen mod: 1%

What do the screens show for `Cc1onc(NC(=O)c2ccc(Cl)cc2Cl)c1Br`?
GAA glycogen: -2%; HTT cytoprotect: -34%[inhibitor]; HTT aggregate: -18%; CBFb RUNX1 block: 8%; GAA inhib: -1%; aGlu spleen mod: 5%

How did COc1ccc(C(=O)c2sc3nc(C)cc(-c4cccs4)c3c2N)cc1OC do in these assays?
GAA glycogen: -1%; LMNA splice mod: inconclusive; HTT cytoprotect: -12%[10 µM]; HTT aggregate: -29%; CBFb RUNX1 block: inconclusive; GAA inhib: 3%; aGlu spleen mod: 3%

What do the screens show for `COc1cc2nc(C(C)(C)C)oc(=O)c2cc1OC`?
GAA glycogen: 0%; HTT cytoprotect: 6%[10 µM]; HTT aggregate: 25%[9.22 µM]; CBFb RUNX1 block: 8%; aGlu spleen mod: -4%

How did COc1c(C(=O)Nc2ccc(Cc3ccncc3)cc2)ccc2ccccc12 do in these assays?
GAA glycogen: 3%; LMNA splice mod: inconclusive; HTT aggregate: 13µM*; CBFb RUNX1 block: 3%; GAA inhib: inconclusive; aGlu spleen mod: -3%

How did CCOC(=O)c1c(C)nn(Cc2cccc(Cl)c2)c1N do in these assays?
GAA glycogen: -6%; LMNA splice mod: inconclusive; HTT cytoprotect: -25%; HTT aggregate: -12%; CBFb RUNX1 block: 5%; GAA inhib: 10%; aGlu spleen mod: -2%

Quoted at random: 3 records from the list
How did COc1c(C(=O)Nc2ccc(Cc3ccncc3)cc2)ccc2ccccc12 do in these assays?
GAA glycogen: 3%; LMNA splice mod: inconclusive; HTT aggregate: 13µM*; CBFb RUNX1 block: 3%; GAA inhib: inconclusive; aGlu spleen mod: -3%

What do the screens show for `Cc1onc(NC(=O)c2ccc(Cl)cc2Cl)c1Br`?
GAA glycogen: -2%; HTT cytoprotect: -34%[inhibitor]; HTT aggregate: -18%; CBFb RUNX1 block: 8%; GAA inhib: -1%; aGlu spleen mod: 5%

How did COc1ccc(C(=O)c2sc3nc(C)cc(-c4cccs4)c3c2N)cc1OC do in these assays?
GAA glycogen: -1%; LMNA splice mod: inconclusive; HTT cytoprotect: -12%[10 µM]; HTT aggregate: -29%; CBFb RUNX1 block: inconclusive; GAA inhib: 3%; aGlu spleen mod: 3%

Following part.
How did Cc1ccc(S(=O)(=O)c2ccc(Oc3ccccc3)cc2)cc1 do in these assays?
GAA glycogen: -4%; LMNA splice mod: 3%; HTT cytoprotect: -19%; HTT aggregate: inconclusive; CBFb RUNX1 block: inconclusive; GAA inhib: 1%; aGlu spleen mod: -9%

What do the screens show for `N#Cc1ccc(-c2ccccc2)nc1SCC(=O)c1cc2ccccc2oc1=O`?
GAA glycogen: 1%; LMNA splice mod: -9%; HTT cytoprotect: -6%[10 µM]; HTT aggregate: 1%; CBFb RUNX1 block: 4%; GAA inhib: 4%; aGlu spleen mod: -3%

What do the screens show for `CC1=C(C#N)C(c2cccnc2)C2=C(CCCC2=O)N1` (stereo not drawn)?
GAA glycogen: 2%; LMNA splice mod: 2%; HTT cytoprotect: 4%[10 µM]; HTT aggregate: 5%; CBFb RUNX1 block: 2%; GAA inhib: inconclusive; aGlu spleen mod: 18%

Results for CCN(CC)S(=O)(=O)c1cccc(S(=O)(=O)c2cccc(S(=O)(=O)N(CC)CC)c2)c1 ?
GAA glycogen: -3%; LMNA splice mod: inconclusive; HTT cytoprotect: -38%; HTT aggregate: -21%[9.22 µM]; CBFb RUNX1 block: 14%; GAA inhib: -11%; aGlu spleen mod: -5%

Results for COc1cc(-c2nnc(SCC(=O)N(Cc3ccccc3)C(C)(C)C)o2)cc(OC)c1OC ?
GAA glycogen: -5%; LMNA splice mod: inconclusive; HTT cytoprotect: -1%[10 µM]; HTT aggregate: -61%; CBFb RUNX1 block: -3%; GAA inhib: inconclusive; aGlu spleen mod: -3%

Results for COc1cc(/C=N\NC(=O)CNC(=O)c2cccc([N+](=O)[O-])c2)ccc1O ?
GAA glycogen: inconclusive; LMNA splice mod: 8%; HTT cytoprotect: 1%; HTT aggregate: -5%; CBFb RUNX1 block: 3%; GAA inhib: -11%; aGlu spleen mod: -1%

Results for CC(=O)c1ccc(Oc2ccc(C(C)=O)cc2)cc1 ?
GAA glycogen: 15%; LMNA splice mod: -2%; HTT cytoprotect: -2%; HTT aggregate: 2%; CBFb RUNX1 block: -1%; GAA inhib: inconclusive; aGlu spleen mod: -11%

What do the screens show for `CC1(C)CC(=O)c2cc(OCC(=O)NCc3cccnc3)ccc2O1`?
GAA glycogen: 2%; LMNA splice mod: -4%; HTT cytoprotect: -8%; HTT aggregate: -2%; CBFb RUNX1 block: 5%; GAA inhib: inconclusive; aGlu spleen mod: 16%

How did Cc1cccc(NC(=S)N/N=C(\c2ccccc2)C(C)C)c1 do in these assays?
GAA glycogen: inconclusive; LMNA splice mod: 6%[46 µM]; HTT cytoprotect: 18%[10 µM]; HTT aggregate: 14%[9.22 µM]; CBFb RUNX1 block: 3%; GAA inhib: -7%; aGlu spleen mod: -12%

How did C=CCn1c(O)c(CN2CCOCC2)c(C)c(C#N)c1=O do in these assays?
GAA glycogen: 11%; LMNA splice mod: -3%; HTT cytoprotect: -4%[10 µM]; HTT aggregate: 8%; CBFb RUNX1 block: 5%; GAA inhib: 3%; aGlu spleen mod: -5%

What do the screens show for `COCCOC(=O)C1=C(C)NC(=O)CC1c1cc2c(cc1Br)OCO2` (stereo not drawn)?
GAA glycogen: 0%; LMNA splice mod: 9%; HTT cytoprotect: 5%[10 µM]; HTT aggregate: 7%; CBFb RUNX1 block: 3%; GAA inhib: -6%; aGlu spleen mod: -9%

Results for CC(C)Oc1ccc(CCC(=O)N/N=C/c2ccncc2)cc1 ?
GAA glycogen: -8%; HTT cytoprotect: -1%[10 µM]; HTT aggregate: -21%[9.22 µM]; CBFb RUNX1 block: 2%; aGlu spleen mod: -2%

How did COCCCNC(=O)c1ccc(N(C)S(C)(=O)=O)cc1 do in these assays?
GAA glycogen: -1%; LMNA splice mod: 6%; HTT cytoprotect: 10%; HTT aggregate: 4%; CBFb RUNX1 block: 5%; GAA inhib: -4%; aGlu spleen mod: 4%

Results for S=c1[nH]nc(-c2ccco2)n1/N=C/c1ccccn1 ?
GAA glycogen: -11%; LMNA splice mod: -9%[46 µM]; HTT cytoprotect: 16%; HTT aggregate: 21%; CBFb RUNX1 block: -1%; GAA inhib: -5%; aGlu spleen mod: 5%

What do the screens show for `COC(=O)C1=C(C(=O)OC)[C@@H]2N(Cc3ccccc3)c3ccccc3[C@@]23C[C@@H](C(=O)OC)N(S(=O)(=O)c2ccc(C(F)(F)F)cc2)C3=N1`?
LMNA splice mod: inconclusive; HTT cytoprotect: 23%[10 µM]; CBFb RUNX1 block: -10%[13.1 µM]; aGlu spleen mod: -6%[17.4 µM]

How did O=P(COCCO)(c1ccccc1)c1ccccc1 do in these assays?
GAA glycogen: 1%; LMNA splice mod: -1%; HTT cytoprotect: 11%; HTT aggregate: -2%; CBFb RUNX1 block: 6%; GAA inhib: -1%; aGlu spleen mod: 2%

What do the screens show for `CCCCCCCCc1ccc(-c2ccc(C(=O)O)cc2)cc1`?
HTT cytoprotect: -35%; CBFb RUNX1 block: -3%&-10%; aGlu spleen mod: 2%&-1%

What do the screens show for `Cc1ccc(-c2nc3c(c(=O)[nH]c(=O)n3Cc3ccccc3)n2C)o1`?
GAA glycogen: -1%; HTT cytoprotect: -24%; HTT aggregate: -1%; GAA inhib: -8%

Results for COCCCNC(=S)N1CCN(C)CC1 ?
GAA glycogen: 3%; HTT cytoprotect: -4%[10 µM]; HTT aggregate: 15%[9.22 µM]; CBFb RUNX1 block: 7%; aGlu spleen mod: -1%
